Epigenetic reg – regulators of epigenetic silencing causing reporter derepression in mouse cells. hit rate 0.2% among 280,000. Potency, µM (top dose mostly 53.9 µM), inactives show at the top dose GFP activation, actives largely listed as activators. murine LDR cells, GFP reporter derepression, 30 h; also: potency is read from the fitted curve at half-maximal effect; % of control where 0% means no effect; nearly all actives have a fitted effect of over 60% in size
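Derepression of a silenced CMV-GFP reporter in murine LDR cells is scored by enumerating GFP-positive cells with a laser-scanning microplate cytometer after 30 hours of treatment at 37 C.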
TR SRC2 fluor cs – counter-screen for TRb-SRC2 inhibitors: fluorescence interference; Potency, µM (top dose mostly 106 µM), for inactives: at the highest dose fluorescence change, negative = quenching; AID 1479; hit rate 0.29% among 280,000; TRb/SRC2 Texas Red total fluorescence interference; active = well fitted curve in either direction with a large enough effect; inconclusive = small, poorly fitted or top-dose-only effect; also: potency is read from the fitted curve at half-maximal effect; % is scaled to controls: 0 for no effect and ±100 for the full control effect
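Human TRb ligand-binding domain at 0.6 uM with 20 nM Texas Red SRC2 peptide in Tris buffer containing 1 uM T3 and 5% DMSO, incubated with compound 5 h at ambient temperature. Total fluorescence (555/632 nm) calculated as parallel + 2 × perpendicular.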
NPSR antagonist – blocks cAMP signaling of the human neuropeptide S receptor; CHO-NPSR cells, cAMP TR-FRET, antagonist mode; Potency, µM (titrated, usually from 38.3 µM), for the others: top-dose activity change, negative = inhibition, usual class: inhibitors; hit rate 1% among 220,000; AID 1461; also: potency is read from the fitted curve at half-maximal effect; % is scaled to controls: 0 for no effect and ±100 for the full control effect; nearly all actives have a fitted effect of over 50% in size; many of its hits are not listed in these tables
Tau fluor counter – counter-screen for tau fibril formation inhibitors. tau K18 P301L Alexa594 fluorescence, heparin fibrillization. Potency, µM (doses to about 57.7 µM), without a hit: top-dose activity change, negative = decrease. hit rate 0.93% among 280,000; also: potency is read from the fitted curve at half-maximal effect; % is scaled to controls: 0 for no effect and ±100 for the full control effect; nearly all actives have a fitted effect of over 55% in size
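Human tau K18 P301L (15 uM unlabeled, 0.24 uM Alexa 594-labeled) in 100 mM sodium acetate pH 7 with 20 uM heparin, 6 hr at 37 C. ThT 30 uM added, 1 hr ambient; Alexa 594 FP and total fluorescence read at 555/632 nm.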
TRb-SRC2 inh – TRbeta-SRC2 interaction inhibition. TRbeta-SRC2 peptide binding, fluorescence polarization; receptor liganded with 1 µM T3. Potency, µM (highest dose often 106 µM), for the others: at the highest dose activity change, negative = inhibition, actives largely listed as inhibitors. hit rate 0.065% among 280,000. AID 1469;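 also: potency is read from the fitted curve at half-maximal effect; plate controls were bound peptide for no effect and peptide without receptor for full effect; nearly all actives have a fitted effect of over 50% in size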
Target sequence (P10828 whole entry, looked up): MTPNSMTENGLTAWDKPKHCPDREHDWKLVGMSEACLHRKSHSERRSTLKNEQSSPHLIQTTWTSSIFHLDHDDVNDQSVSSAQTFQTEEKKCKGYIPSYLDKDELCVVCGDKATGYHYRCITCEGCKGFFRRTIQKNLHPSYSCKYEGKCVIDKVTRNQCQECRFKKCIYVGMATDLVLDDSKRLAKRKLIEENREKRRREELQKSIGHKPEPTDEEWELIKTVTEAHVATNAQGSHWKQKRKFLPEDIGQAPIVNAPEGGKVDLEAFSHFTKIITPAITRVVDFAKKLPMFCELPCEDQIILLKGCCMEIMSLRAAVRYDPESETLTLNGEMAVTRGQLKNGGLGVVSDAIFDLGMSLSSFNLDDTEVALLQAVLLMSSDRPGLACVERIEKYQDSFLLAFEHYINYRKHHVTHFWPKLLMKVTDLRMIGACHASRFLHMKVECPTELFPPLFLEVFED
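Fluorescence polarization of 20 nM Texas Red SRC2 peptide (20-aa NR interaction domain) bound to 0.6 uM human TRb ligand-binding domain, with 1 uM T3, after 5 hr at ambient temperature; inhibition seen as decreased polarization.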
CBFb RUNX1 block – inhibitors of human CBF-beta and RUNX1 interaction; Q01196+Q13951; 230,000 tested, under 10 active; AlphaScreen CBFb-His/RUNX1-biotin binding, biochemical; Potency, µM (doses to about 59.8 µM), for inactives: top-dose activity, negative = inhibition, actives largely listed as inhibitors; AID 1477; also: % of control where 0% means no effect
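Room-temperature protein-protein interaction test with 30 nM each of His-tagged CBF-beta and biotinylated RUNX1, 15 min with compound, then 90 min with nickel plus streptavidin beads. Signal read in AlphaScreen mode.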
Tau FP inhib – inhibitors of human tau fibril formation | AID 1468 | hit rate 0.39% among 280,000 | K18 P301L tau heparin fibrillization, Alexa594 FP, 6 h | Potency, µM (titrated, usually from 57.7 µM), for the others: at the top dose activity, negative = inhibition, hits mostly inhibitors | P10636; also: potency is read from the fitted curve at half-maximal effect; % is scaled to controls: 0 for no effect and ±100 for the full control effect; nearly all actives have a fitted effect of over 55% in size
Target sequence (P10636 561-689 P618L limits assumed): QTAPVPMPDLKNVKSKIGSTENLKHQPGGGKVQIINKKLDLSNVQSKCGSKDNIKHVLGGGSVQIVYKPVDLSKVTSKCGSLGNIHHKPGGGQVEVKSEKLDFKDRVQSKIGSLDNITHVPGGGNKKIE
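Heparin (20 uM) drove fibril formation of recombinant tau K18 P301L, 15 uM unlabeled with 0.24 uM Alexa 594 label, for 6 hr at 37 C in 100 mM sodium acetate pH 7. Fluorescence polarization (555/632 nm) read 1 hr after 30 uM ThT.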
aGal spleen mod – alpha-galactosidase A (human) modulation. P06280. Potency, µM (doses to about 80 µM), without a hit: top-dose activity change, negative = inhibition, usual class: inhibitors. human spleen homogenate, 4MU-alpha-Gal fluorescence, 40 min. AID 2107. hit rate 0.008% among 240,000;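 also: potency is read from the fitted curve at half-maximal effect; 0% = enzyme with vehicle and -100% = no enzyme basal signal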
Target sequence (P06280 32-429 limits assumed): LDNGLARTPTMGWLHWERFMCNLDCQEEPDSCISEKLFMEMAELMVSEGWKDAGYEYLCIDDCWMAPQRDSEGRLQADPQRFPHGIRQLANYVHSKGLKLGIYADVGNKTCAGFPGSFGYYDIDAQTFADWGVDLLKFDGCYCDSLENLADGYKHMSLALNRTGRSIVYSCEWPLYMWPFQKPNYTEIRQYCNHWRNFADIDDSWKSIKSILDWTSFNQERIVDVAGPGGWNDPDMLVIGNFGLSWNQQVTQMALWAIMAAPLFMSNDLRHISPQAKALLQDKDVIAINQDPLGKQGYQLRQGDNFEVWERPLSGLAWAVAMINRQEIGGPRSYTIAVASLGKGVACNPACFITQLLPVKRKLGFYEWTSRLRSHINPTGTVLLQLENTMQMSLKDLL
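Fluorogenic readout (Ex 365/Em 440 nm) of 4-methylumbelliferone released from 1 mM 4-MU-alpha-galactoside by spleen homogenate, 40 min at 37C, pH 5.0. Data normalized to no-enzyme and enzyme controls; Hill-equation AC50 from compound titrations.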
The depositor's hits bear a star; ? = inconclusive; · = not tested or not shown; [ ] = another dose, or the depositor's remark. Unless noted, calls follow the shape of the dose curve; as a rule, active = well fitted curve in the direction sought with a large enough effect; inconclusive = small, poorly fitted or top-dose-only effect, or another doubt; inactive = no such curve, though single readings can be large; an effect the other way counts as inactive or inconclusive.

Fields – Epigenetic reg, TR SRC2 fluor cs, NPSR antagonist, Tau fluor counter, TRb-SRC2 inh, CBFb RUNX1 block, Tau FP inhib, aGal spleen mod
1. Cc1cc(C)c(NC2=CC(=O)CC(C)(C)C2)c(C#N)c1
→ -2.0%, 2%, -24%[7.67 µM], 7%, -9%, 2%, 2%, 20%
2. CCOC(=O)c1ccc(NC(=S)N(Cc2cccnc2)Cc2ccco2)cc1
→ 0.1%, -4%, -16%, -19%, -1%, ?, -13%, 0%
3. CCN(c1ccccc1)S(=O)(=O)c1ccc(OC)c(OC)c1
→ 0.0%, -7%, -3%[46.1 µM], -14%, -9%, 6%, 1%, 9%
4. O=C(Nc1ccc2c(c1)OCO2)C1CCN(C(=O)c2ccc([N+](=O)[O-])cc2)CC1
→ 2.3%, 0%, 3%, -14%, -5%, 0%, 3%, -3%
5. COCc1cc(C)nc2sc(C(=O)Nc3nccs3)c(N)c12
→ 0.0%, -2%, 0%[46.1 µM], -27%, 4%, 13%, 11%, 11%
6. CCCCC(=O)NCc1ccc2c(c1)cc(C)n2C
→ 0.0%, 19%, ?, -4%, -27%, 1%, 4%, -5%
7. O=C(/C=C/Nc1ccc(S(=O)(=O)Nc2ncccn2)cc1)c1ccc2ccccc2c1
→ -1.4%, -5%, 19%[7.67 µM], -5%, 4%, 4%, -9%, 2%
8. COc1ccc(Cn2c(-c3ccc(OC)c(O)c3)nc3ccccc32)cc1O
→ -2.6%, -1%, 35%, -6%, 1%, 8%, 13%, 1%
9. Cc1ccc(NC(=O)c2ccccc2-c2cc(C)no2)cc1
→ 12%, -3%, 8%, 1%, 0%, 19%, 1%, 5%
10. COc1ccccc1N(CC(=O)NC(C)(C)C)C(=O)c1ccc(Cl)nc1
→ 1.6%, -2%, -2%, -3%, 6%, 6%, -8%, 2%
11. O=C(COC(=O)c1cnccn1)NCc1ccccc1
→ -0.3%, -1%, 1%[46.1 µM], 2%, -4%, 3%, -2%, -4%
12. Cc1cc(-c2cccs2)c(C#N)c(=S)[nH]1
→ 1.1%, -1%, -9%, -4%, 7%, 2%, -9%, -4%
13. Nc1ccccc1OCCOCCOc1ccccc1N
→ -1.2%, -6%, 0%[46.1 µM], -1%, 5%, -1%, -2%, 14%
14. O=C(NCCSc1c[nH]c2ccccc12)c1ccccc1Cl
→ -0.2%, -2%, ·, ?, 1%, ·, 7%, ·
15. Cc1ccc(S(=O)(=O)NNC(=S)Nc2c(Cl)cccc2Cl)cc1
→ -0.1%, -1%, 18%, -17%, -4%, 5%, 4%, 2%
16. Cc1cc(C)c(C(N)=O)c(SCC(=O)c2cc(C)c(C)cc2C)n1
→ 0.0%, -2%, 17%, -4%, 2%, 2%, 4%, 5%
17. Clc1cccc(C2CCN(Cc3nc(COc4ccccc4)no3)C2)c1 (stereo not given)
→ -0.6%, -1%, 38%, -12%, -5%, 7%, -4%, 4%
18. CCn1cc(C(=O)NCCc2ccc(OC)c(OC)c2)c(=O)c2cc(S(=O)(=O)N3CCOCC3)ccc21
→ 1.1%, -3%, ·, -16%, -1%, ·, -7%, ·
19. COc1cc(C2C(C(=O)c3cccs3)=C(O)C(=O)N2Cc2ccco2)cc(OC)c1OC (stereo not given)
→ 0.0%, 2%, -11%[46.1 µM], -4%, -11%, -2%, -17%, 1%
20. Cc1nc2c(-c3ccccc3)c(C)nn2c(C)c1CCC(=O)NC(C)c1ccccc1 (stereo not given)
→ 0.0%, -1%, ·, -14%, -3%, ·, -1%, ·

A draw from above in order of length of the SMILES, high to low:
Fields – Epigenetic reg, TR SRC2 fluor cs, NPSR antagonist, Tau fluor counter, TRb-SRC2 inh, CBFb RUNX1 block, Tau FP inhib, aGal spleen mod
18. CCn1cc(C(=O)NCCc2ccc(OC)c(OC)c2)c(=O)c2cc(S(=O)(=O)N3CCOCC3)ccc21
→ 1.1%, -3%, ·, -16%, -1%, ·, -7%, ·
20. Cc1nc2c(-c3ccccc3)c(C)nn2c(C)c1CCC(=O)NC(C)c1ccccc1 (stereo not given)
→ 0.0%, -1%, ·, -14%, -3%, ·, -1%, ·
8. COc1ccc(Cn2c(-c3ccc(OC)c(O)c3)nc3ccccc32)cc1O
→ -2.6%, -1%, 35%, -6%, 1%, 8%, 13%, 1%
15. Cc1ccc(S(=O)(=O)NNC(=S)Nc2c(Cl)cccc2Cl)cc1
→ -0.1%, -1%, 18%, -17%, -4%, 5%, 4%, 2%
14. O=C(NCCSc1c[nH]c2ccccc12)c1ccccc1Cl
→ -0.2%, -2%, ·, ?, 1%, ·, 7%, ·
13. Nc1ccccc1OCCOCCOc1ccccc1N
→ -1.2%, -6%, 0%[46.1 µM], -1%, 5%, -1%, -2%, 14%

Next results.
Fields – Epigenetic reg, TR SRC2 fluor cs, NPSR antagonist, Tau fluor counter, TRb-SRC2 inh, CBFb RUNX1 block, Tau FP inhib, aGal spleen mod
21. Cc1ccc(NC(=O)C(=O)NCCc2sc(-c3ccc(Cl)cc3)nc2C)cc1C
→ 5.1%, ?, ·, -8%, -20%, ·, -12%, ·
22. O=C(CCC(=O)OCC(=O)c1ccc([N+](=O)[O-])cc1)NC1CCCCC1
→ 15%, -3%, 18%, -8%, -1%, 5%, ?, 4%
23. COCC(=O)N(C)C1(c2nnnn2CCOC(=O)Nc2ccc(Cl)cc2)CCCC1
→ -1.1%, 4%, -6%[46.1 µM], -1%, 4%, 3%, 4%, 5%
24. C=CCn1c(-c2ccc(=O)n(Cc3ccccc3)c2)n[nH]c1=S
→ 3.1%, 1%, -17%, 0%, 0%, 1%, 0%, -4%
25. O=C(NCc1cccnc1)c1ccc(-c2cccc(Cl)c2Cl)o1
→ -4.8%, 0%, -15%, 6%, -11%, 1%, -9%, -6%
26. COc1ccc(-c2cc(CNS(=O)(=O)c3ccccc3)on2)cc1
→ -0.5%, -4%, -9%, -10%, -1%, -17%, -7%, 6%
27. O=C(Nc1c(C(=O)C2CC2)oc2ccccc12)c1ccc(Cl)cc1
→ -1.0%, 1%, -21%, -16%, 7%, 3%, -6%, 6%
28. Cn1c(N)c(C(=O)COC(=O)C2(c3ccc(Cl)cc3)CCCC2)c(=O)n(C)c1=O
→ -1.1%, 2%, ?, ?, -20%, -5%, ?, 12%
29. CCOc1cc(C=O)cc(Br)c1OCC(N)=O
→ -5.1%, 1%, -1%, -3%, -1%, -1%, 1%, -7%
30. CCO/N=C/c1ccc(OC)c(Oc2nc(OC)cc(OC)n2)c1
→ 3.9%, 3%, -13%, -15%, 3%, 7%, -4%, 6%
31. COc1ccc(CNC(=O)CN=C2NC(=O)C(c3ccccc3)(c3ccccc3)N2)cc1
→ -1.0%, -5%, -1%, -9%, -3%, -3%, 0%, -1%
32. COc1cccc(S(=O)(=O)N2CCOCC2)c1
→ -1.7%, -4%, -9%[46.1 µM], -1%, 0%, 3%, 6%, -3%
33. CC(C)(C#CCN1CCCC1)OCCC#N
→ -0.2%, -2%, -6%[46.1 µM], 1%, 4%, -3%, -4%, -15%
34. c1cncc(CNC2CCCc3ccccc32)c1 (stereo not given)
→ -1.3%, 0%, 4%[46.1 µM], 12%, -11%, 11%, 7%, 5%
35. COc1ccc(-c2[nH]ncc2CNCCn2cccn2)c(F)c1
→ -1.4%, -2%, -19%, 1%, 0%, 0%, 0%, 9%
36. c1ccc(-n2cc(CN3CCC(N4CCOCC4)CC3)c(-c3ccc4c(c3)OCO4)n2)cc1
→ -4.6%, -1%, -12%, -8%, 2%, 3%, -11%, 1%
37. N#CC(C(=O)NC1CC1)c1nc2ccccc2nc1N1CCN(C/C=C/c2ccccc2)CC1 (stereo not given)
→ -4.8%, 0%, -17%[46.1 µM], -7%, -17%, 0%, -5%, -2%
38. COc1cc(C(=O)Nc2cccc(S(=O)(=O)N3CCCC3)c2)cc(OC)c1C
→ -2.4%, -2%, -57%, ?, 6%, -2%, -17%, -7%
39. COc1cccc(S(=O)(=O)Nc2ccc(C(=O)NCc3ccco3)cc2)c1
→ -2.2%, 1%, -1%[46.1 µM], -14%, -4%, 0%, -8%, 2%
40. O=C(Cn1cc2c(n1)CCCC2)NC1CCN(Cc2ccccc2)CC1
→ 0.0%, 3%, 5%[46.1 µM], -2%, 7%, -6%, -7%, -2%
41. CCSc1nnc(-c2ccncc2)n1Cc1ccccc1
→ -1.0%, 2%, -9%[46.1 µM], -6%, -11%, -5%, -4%, -13%
42. NC(=O)CSc1nc2scc(-c3ccc(Cl)cc3)c2c(=O)n1Cc1ccccc1
→ -0.9%, -2%, ?, -25%, -1%, -2%, ?, 4%
43. COc1cc2[nH]c(=O)n(CCCCCC(=O)NCCCN3CCC(C)CC3)c(=O)c2cc1OC
→ -1.1%, 1%, 0%[46.1 µM], 5%, 2%, 11%, -4%, 4%
44. COc1ccc(/C=C/C(=O)c2cccs2)cc1OC
→ -3.2%, -2%, ·, -14%, -3%, -3%[21.7 µM], -6%, 27%
45. Cc1cnc(CNc2ncnc3ccc(-c4cccc(C#N)c4)cc23)cn1
→ ?, 1%, ·, -18%, 3%, ·, -8%, -3%
46. O=C(NC1CC2CCC(C1)N2Cc1nnnn1Cc1ccco1)NC12CC3CC(CC(C3)C1)C2 (stereo not given)
→ 0.0%, 0%, ?, -7%, 0%, 2%, 6%, -9%
47. Brc1c(CSc2nncc3ccccc23)nc2ccccn12
→ 1.3%, -5%, -7%, -8%, -2%, -4%, -14%, -3%
48. CCN1CCN(c2ccc(NC(=O)c3cccnc3)cc2Cl)CC1
→ 0.7%, -6%, -37%[46.1 µM], 5%, 2%, -6%, -5%, -11%
49. Nc1nnnn1/N=C/c1ccc(O)cc1
→ 0.5%, -1%, -8%[46.1 µM], -6%, 4%, 0%, -1%, 0%
50. COc1ccc(-c2nnc(SCc3cccc(Cl)c3)o2)cc1
→ 2.2%, 2%, ·, -23%, 9%, ·, -3%, ·
51. O=C(CCCCl)NC(=S)Nc1ccc(N2CCOCC2)cc1
→ 0.0%, 2%, 34%, -16%, -4%, 0%, 4%, 2%

These rows are one share of the data. The share of hits here may be higher or lower than overall.
